Assay outcomes (PubChem BioAssay)
D3 ag – D3 dopamine receptor (human) agonism; D3R DiscoveRx beta-arrestin cells, luminescence, 90 min; AID 652048; P35462; max activation, %; 410,000 tested, 0.58% active; in the data active = max activation above about 30%; note: 0% is about no effect; mostly tested at two doses, the higher about 12 µM
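Cells at 1500/well, incubated overnight, then treated with pinned compounds (dopamine as control) for 90 min at 37 degrees C. DiscoveRx reagent added for 30 - 60 minutes at room temperature; luminescence read.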
DRD3 antagonist – blocks the human D3 dopamine receptor; D3R cells, DiscoveRx beta-arrestin luminescence, antagonist mode; active compounds read low; AID 652054; max response, negative = inhibition, %; 360,000 tested, 2.5% active; in the data active = max response below about -50%; inconclusive = no clear call, values can overlap the other calls; note: % is set by controls: 0 for no effect and ±100 for the full control effect; mostly tested at two doses, the higher about 12 µM
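Cells expressing the human receptor were seeded at 1500 cells/well, incubated overnight at 37 degrees C in 5% CO2, then exposed to library compounds with dopamine controls for 90 minutes at 37 degrees C before luminescent detection.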
aSyn rescue – rescues yeast growth from alpha-synuclein toxicity | Yeast expressing alpha-synuclein, growth rescue, BacTiter-Glo, 24 h | Potency, µM (top dose mostly 46.1 µM), for the others: at the top dose growth rescue (activation), usual class: activators | 370,000 tested, 0.14% active; note: potency is the fitted concentration of half-maximal effect; % of control where 0% means no effect; nearly all actives have a fitted effect of over 65% in size
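Screening used galactose-induced yeast with toxic alpha-synuclein levels, exposed to compound for 24 hr at 30 deg C. Cell growth, read with BacTiter-Glo luminescence, gave the measured signal.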
TDP-43 yeast inh – TDP-43 toxicity inhibition in yeast. TDP-43 expressing yeast growth rescue, BacTiter-Glo, 24 h. Potency, µM (titrated, usually from 46.1 µM), without a hit: at the highest dose growth rescue (activation), hits mostly activators. 410,000 tested, 1.8% active. AID 652104; note: potency is the fitted concentration of half-maximal effect; % of control where 0% means no effect; nearly all actives have a fitted effect of over 50% in size
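Luminescence from BacTiter-Glo reports growth of TDP-43-expressing yeast after 24 hr at 30 deg C with compound. Cells were raffinose-pregrown to mid-log, then seeded in galactose medium at OD600=0.02.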
EPAC2 agonist – agonists of human EPAC2 (RAPGEF4); Q8WZA2; EPAC2 activation, biochemical qHTS; response scale: 100% = 6.5 mM cAMP response; Potency, µM (highest dose often 154 µM), without a hit: at the top dose activation, usual class: activators; 360,000 tested, 0.079% active; note: potency is the fitted concentration of half-maximal effect; nearly all actives have a fitted effect of over 50% in size
Target sequence (Q8WZA2 whole entry, looked up): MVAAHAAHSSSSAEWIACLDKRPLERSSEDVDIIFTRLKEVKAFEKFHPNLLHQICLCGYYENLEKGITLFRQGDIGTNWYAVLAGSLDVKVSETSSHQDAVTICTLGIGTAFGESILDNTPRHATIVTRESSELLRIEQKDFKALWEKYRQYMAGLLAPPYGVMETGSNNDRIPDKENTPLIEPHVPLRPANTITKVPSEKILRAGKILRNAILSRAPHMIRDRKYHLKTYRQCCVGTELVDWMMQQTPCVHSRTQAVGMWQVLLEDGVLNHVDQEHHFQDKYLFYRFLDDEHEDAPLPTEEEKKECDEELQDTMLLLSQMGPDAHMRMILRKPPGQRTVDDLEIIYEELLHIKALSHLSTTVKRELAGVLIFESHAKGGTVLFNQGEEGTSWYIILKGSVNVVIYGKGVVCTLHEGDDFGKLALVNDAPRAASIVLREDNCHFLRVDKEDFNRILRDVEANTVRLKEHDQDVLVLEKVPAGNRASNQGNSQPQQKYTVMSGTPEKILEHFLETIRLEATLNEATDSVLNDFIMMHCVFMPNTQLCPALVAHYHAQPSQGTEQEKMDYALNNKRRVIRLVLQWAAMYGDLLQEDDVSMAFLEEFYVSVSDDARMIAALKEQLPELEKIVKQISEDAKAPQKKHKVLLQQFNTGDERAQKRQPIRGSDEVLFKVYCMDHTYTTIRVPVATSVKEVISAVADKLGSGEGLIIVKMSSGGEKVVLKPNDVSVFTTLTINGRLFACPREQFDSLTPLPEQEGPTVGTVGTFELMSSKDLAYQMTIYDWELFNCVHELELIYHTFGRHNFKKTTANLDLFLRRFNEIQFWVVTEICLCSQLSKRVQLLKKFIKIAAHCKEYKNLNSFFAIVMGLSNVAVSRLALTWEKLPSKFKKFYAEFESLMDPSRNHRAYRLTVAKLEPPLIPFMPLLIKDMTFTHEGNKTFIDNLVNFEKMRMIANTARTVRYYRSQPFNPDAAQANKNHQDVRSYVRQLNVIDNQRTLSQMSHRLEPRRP
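Exchange assay: 100 nM EPAC2 with 250 nM Rap1B-BODIPY-GDP and 50 uM GDP. Fluorescence (ex 480/em 540 nm) read every 5 min for 30 min at room temperature. Data normalized to 6.5 mM cAMP as agonist control.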
FUS yeast rescue – FUS proteinopathy suppression in yeast; S. cerevisiae FUS-expressing, growth rescue, OD600, 24 h; Potency, µM (titrated, usually from 76.6 µM), for inactives: top-dose growth rescue (activation), usual class: activators; 390,000 tested, 0.24% active; AID 1347120;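 note: potency is the fitted concentration of half-maximal effect; plate controls were DMSO vehicle for no effect and reference control for full effect; nearly all actives have a fitted effect of over 55% in size; some results filed as inactive show a strong effect at the top dose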
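Absorbance at 600 nm, taken 24hr after compound addition, measured rescue of FUS-yeast growth at 30C. Induction used 2% galactose with seeding at OD 0.005. Controls: CP55940 from 92uM final, DMSO only.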
Abeta rescue – compounds reversing amyloid beta toxicity in yeast. yeast expressing A-beta42, growth rescue, OD600, 48 h; response scale: 0% DMSO, 100% iron-clioquinol control. Potency, µM (highest dose often 46.1 µM), for the others: at the highest dose growth rescue, actives largely listed as activators. 410,000 tested, 0.063% active. AID 1347071; note: potency is the fitted concentration of half-maximal effect; nearly all actives have a fitted effect of over 55% in size
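Yeast growth medium received pinned compounds, then yeast cells expressing toxic A-beta were added; plates incubated at 30 C for 48 hr. Growth read as absorbance at 600 nm, normalized to DMSO and equimolar FeCl3 plus clioquinol controls.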
EPAC2 antag – EPAC2 (human) antagonism | Q8WZA2 | EPAC2 GEF exchange of Rap1B-BODIPY-GDP, fluorescence | Potency, µM (highest dose often 114 µM), for the others: at the highest dose activity, negative = inhibition, actives largely listed as inhibitors | 360,000 tested, 0.18% active; note: potency is the fitted concentration of half-maximal effect; % is set by controls: 0 for no effect and ±100 for the full control effect; nearly all actives have a fitted effect of over 45% in size; many of its hits are not listed in these tables
* hit, by the source's call; u = inconclusive; x = no result given; [ ] = dose if it differs, or a comment. Unless noted, calls come from the whole dose curve; as a rule, active = well fitted curve in the direction sought with a large enough effect; inconclusive = small, poorly fitted or top-dose-only effect, or another doubt; inactive = no such curve, though single readings can be large; an effect the other way counts as inactive or inconclusive. Some of the compounds tested; rates above refer to the full screens.

canonical_smiles	D3 ag	DRD3 antagonist	aSyn rescue	TDP-43 yeast inh	EPAC2 agonist	FUS yeast rescue	Abeta rescue	EPAC2 antag
COc1ccc(C)cc1NC(=O)C(Sc1nnc2ccccn12)c1ccccc1 (stereo unspecified)	-28	-27	-11%	-4%	9%	x	-1%	-12%
C=CCn1c2ccccc2c2nnc(SC(CC)C(=O)Nc3nc(C)c(C(=O)OCC)s3)nc21 (stereo unspecified)	-6	0	0%	-9%	11%	x	3%	-10%
COc1ccccc1NC(=O)CC(NC1CCCCC1)C(=O)O (stereo unspecified)	1	2	-2%	5%	-10%	x	19%	-3%
CC(C)CCNC(=O)C(c1cccnc1)N(Cc1ccccc1)C(=O)Cn1nnc2ccccc21 (stereo unspecified)	1	14	-5%	4%	1%	44%	12%	-2%
Clc1cccc(-c2noc3ncnc(NC4CCCCC4)c23)c1	2	x	x	-2%	x	-15%	2%	x
O=C(COc1ccc(F)cc1)NNC(=O)c1cc2ccccc2oc1=O	2	28	6%	-2%	16%	0%	-4%	7%
Cc1cc(C)c(S(=O)(=O)N2CCCC2=O)cc1N(C)S(C)(=O)=O	-6	-15	0%	4%	11%	-16%	-11%	3%
Cc1c(-n2c(SCC(=O)N(C)C3CCS(=O)(=O)C3)nc3ccccc3c2=O)c(=O)n(-c2ccccc2)n1C (stereo unspecified)	4	0	5%	13%	3%	6%	-7%	15%
Cc1ccc2onc(CC(=O)O)c2c1	-2	0	-8%	-4%	-4%	-21%	-10%	-3%
Cc1ccc(S(=O)(=O)N2CCOCC2)cc1C(=O)N1CCCC1	-12	-23	-12%	0%	15%	36%	-5%	28%
c1ccc(-c2nnc(C3CC(c4ccncc4)=NO3)o2)cc1 (stereo unspecified)	-2	31	3%	14%	-6%	-27%	9%	-4%
CCCC12CN3CCN(CC(C3)/C1=N\NC(=O)c1ccccc1Cl)C2	2	14	-2%	-3%	19%	12%	4%	10%
COc1cccc(CN2CC(C(=O)NCCCc3ccncc3)CCC2=O)c1 (stereo unspecified)	1	14	0%	24%	-1%	x	5%	-2%
COc1ccccc1-c1noc(-c2ccccc2C(=O)N2CCOCC2)n1	-16	0	-3%	2%	11%	12%	11%	-1%
Cc1c(C(=O)N2CCCC2)oc2c1-c1[nH]ncc1CC2	4	1	-4%	1%	7%	-26%	-12%	0%
O=C(O)c1ccccc1NC(=O)c1ccccc1-c1ccccc1C(=O)O	0	9	0%	8%	10%	-5%	2%	0%
Cc1ccc(NS(=O)(=O)c2cc(C(=O)N(C)C)ccc2C)cc1C	-3	5	-4%	3%	0%	16%	-8%	1%
Cc1cc(C(=O)N/N=C/c2cc(Cl)cc([N+](=O)[O-])c2O)n[nH]1	1	-1	5%	1%	5%	5%	-2%	-14%
CC(C)(C)NC(=O)CN(C(=O)C(=O)Nc1ccc2c(c1)OCCO2)C(C)(C)C	-16	-11	3%	2%	-16%	-9%	-2%	3%
COc1cc(C(=O)NCC(=O)OCc2ccc(F)cc2)cc(OC)c1OC	9	9	-2%[1.84 µM]	-7%	9%	2%	-4%	-4%

Complete entries from above. Order of values: D3 ag | DRD3 antagonist | aSyn rescue | TDP-43 yeast inh | EPAC2 agonist | FUS yeast rescue | Abeta rescue | EPAC2 antag
Results for `Cc1c(C(=O)N2CCCC2)oc2c1-c1[nH]ncc1CC2` → 4 | 1 | -4% | 1% | 7% | -26% | -12% | 0%
Results for `O=C(COc1ccc(F)cc1)NNC(=O)c1cc2ccccc2oc1=O` → 2 | 28 | 6% | -2% | 16% | 0% | -4% | 7%

The list continues:
canonical_smiles	D3 ag	DRD3 antagonist	aSyn rescue	TDP-43 yeast inh	EPAC2 agonist	FUS yeast rescue	Abeta rescue	EPAC2 antag
C/C(=N\OCC(=O)N/N=C/c1ccccc1)c1cccs1	-26	-15	-8%	-4%	14%	-5%	9%	-5%
Cc1ccsc1-c1cc2nc(NCCCN(C)C)n(C)c(=O)c2s1	-15	u	1%	0%	0%	-9%	0%	4%
CCn1cc(CN2CCC(n3nccc3NC(=O)c3cccc(F)c3)CC2)cn1	-5	-12	-4%	-9%	-3%	15%	-4%	8%
COc1ccc(-n2ncc3c2CC(C)(C)CC3NC(=O)CCn2nc(C)cc2C)cc1 (stereo unspecified)	-9	-13	0%	-10%	-8%	29%	-7%	-2%
O=C(NCC1CCCO1)c1cc2cc(F)ccc2[nH]1 (stereo unspecified)	-12	-21	4%	4%	4%	-19%	-16%	22%
NC(=O)c1ccsc1NC(=O)CSc1nnc(NC2CC2)s1	-18	u	-6%	-21%	11%	x	-14%	2%
CCOC(=O)NN1C(=O)c2ccccc2NC1c1ccccc1 (stereo unspecified)	0	9	1%	3%	-3%	x	10%	2%
FC(F)Oc1ccc(NC(=S)NCc2ccccc2)cc1Cl	-5	42	-2%	-14%	12%	21%	-7%	-6%
COCCCN1C(=O)C(O)=C(C(C)=O)C1c1cccc(F)c1 (stereo unspecified)	-1	-15	1%	-1%	-3%	12%	-1%	10%
O=C(NCC1CCCO1)/C(=C/c1cn(-c2ccccc2)nc1-c1cccnc1)NC(=O)c1ccccc1 (stereo unspecified)	20	21	9%	-7%[0.397 µM]	6%	25%	-1%	4%
COc1ccc(CC(=O)OCC(=O)NCc2ccccc2Cl)cc1	1	-2	8%	5%	9%	7%	4%	-2%
COc1ccc(NC(=O)Nc2ccc(F)cc2F)c(C)c1	1	-27	-2%	8%	-1%	20%	15%	9%
O=C(N/N=C/c1cccc([N+](=O)[O-])c1)c1cccc2cc[nH]c12	-1	-12	-2%	19%[9.22 µM]	15%	-2%	-10%	2%
CCCCN1C(=O)C(CC(=O)NC2CCCCC2)CC(C(=O)N(C(C)C)C(C)C)=C1C (stereo unspecified)	5	17	0%	8%	5%	-1%	5%	-13%
Cn1cnc2c(=O)oc3ccc(S(=O)(=O)N4CCN(c5cccc(C(F)(F)F)c5)CC4)cc3c21	-1	x	x	0%	x	2%	-15%	x
CC(=O)N1CCCN(Cc2cn(-c3cccc(C)c3)nc2-c2cccc(F)c2)CC1	-16	-5	8%	17%	19%	-4%	11%	-3%
O=C(Nc1cccc(-c2nc3cccnc3s2)c1)c1ccc(Cl)nc1	9	29	-8%	12%	10%	-2%	-31%	1%
CCOC(=O)c1cc2c(nc1N)CCCC2	-3	-12	-7%	1%	12%	-32%	-19%	-4%
CC(C)N1CCC(n2nccc2NC(=O)c2ccc3c(c2)OCO3)CC1	9	9	-3%	8%	5%	x	-8%	3%
CC12CCC(C(=O)N3CCN(Cc4ccccc4)CC3)(OC1=O)C2(C)C (stereo unspecified)	1	7	-2%	-10%	6%	-8%	6%	-3%
CCOC(=O)c1c(CN2CCCCC2)n(C)c2cc(Br)c(OC)cc12	1	-22	0%	0%	3%	5%	-9%	3%
O=C(COC(=O)C1COc2ccccc2O1)Nc1ccccc1OC(F)F (stereo unspecified)	1	26	2%	22%	4%	-6%	-2%	-6%
Cc1ccc(/C=C/C(=O)c2nc3ccccc3[nH]2)cc1	-4	-19	0%	28%	-2%	27%	-6%	-1%
COC(=O)C1=C(C)N=C2SC(C)C(=O)N2C1/C=C/c1ccccc1 (stereo unspecified)	4	8	-1%	4%	-2%	32%	2%	0%
COc1cc2c(cc1OC)C(Nc1ccccc1)=NC(C)(C)C2	-10	-24	-3%	8%	4%	4%	10%	-1%
CCOC(=O)N1CCN(c2nnc(-c3ccc(C)cc3)c3ccccc23)CC1	8	6	-14%	12%	8%	20%	-41%[inhibitor]	-15%
O=C(O)CCC1=C2c3ccccc3CCN2C(=O)CC1	-13	-12	7%	-19%	3%	13%	-5%	8%
COc1ccc(CNc2nc(=S)[nH]c3cc(OC)c(OC)cc23)cc1	0	20	2%	19%	2%	-15%	-14%	-4%
COc1ccc(CN2CCN(CC3CC3)CC2CCO)c(C)c1C (stereo unspecified)	-28	u	1%	-1%	-2%	-15%	5%	10%
Cc1ccc(C(=O)CS(C)(=O)=O)cc1	3	10	1%	3%	-1%	13%	5%	-3%
Cn1c(=O)n(CCc2ccccc2)c(=O)c2c1nc1n2CCCN1Cc1ccccc1	8	-8	-2%	18%	-1%	-6%	7%	-3%
CCOc1ccccc1NC(=O)NCc1ccccc1	-3	12	8%	-13%[0.397 µM]	6%	8%	5%	-5%
CNC(=O)CC1C(=O)N(c2ccc(Cl)cc2)C(=S)N1CCc1ccc(OC)c(OC)c1 (stereo unspecified)	10	16	3%	11%	-8%	2%	-5%	-10%
Cc1ccc(O)c(C(=O)CC(=O)c2cccc(F)c2)c1	-7	-18	16µM*	-49%[inhibitor]	13%	7%	-54%[inhibitor]	-17%
Cc1ccc(NC(=O)C(=Cc2ccc(C(=O)O)cc2)C(=O)Nc2ccc(C)cc2C)c(C)c1	-15	-12	15%	6%	-1%	2%	-12%	7%
O=C(c1cccs1)N(CC1CCCO1)c1nc(-c2ccccc2)cs1 (stereo unspecified)	0	8	0%	u	19%	15%	-15%	5%
O=C(CCn1nnc2ccccc21)Nc1nnc(-c2ccccc2F)s1	-5	16	0%	11%	4%	35%	-9%	14%
Cc1c2c([n+]3n1CCC3)CC(C)(C)CC2=O	5	5	1%	-16%	10%	5%	3%	9%
COc1ccccc1CN(C)C(=O)c1ccccc1Sc1ccccc1C#N	-4	-1	22%	-7%	13%	37%	2%	-15%
